Source: PubChem
RNase H inhibition – RNase H inhibition, HIV 1 Gag Pol polyprotein, FRET biochemical assay, screening (AID 372) | HIV-1 RT RNase H, FRET RNA/DNA substrate fluorescence; higher % means a stronger effect | inhibition, % at 10 µM, or IC50 in µM where a hit was titrated | 0.77% of 100,000 active; in the data active = inhibition above about 50%
The depositor's hits bear a star. Not all compounds are listed. The share of hits here may be higher or lower than overall.

SMILES	RNase H inhibition
CCOC(=O)C1=C(C)N=c2s/c(=C\c3ccccc3OCc3ccccc3)c(=O)n2C1c1ccc(C)cc1 (stereo not given)	1%
c1ccc(NNC2=Nc3cccc4cccc2c34)cc1	14%
O=C(NNC(=O)c1cccc(O)c1)c1ccc(Br)cc1	10%
Cc1cc(C)nc(NS(=O)(=O)c2ccc(Nc3nc(-c4cccnc4)cs3)cc2)n1	8%
Cc1ccc(Cl)cc1NC(=O)CN(c1cccc(C(F)(F)F)c1)S(C)(=O)=O	6%
Cc1c(CN2CCN(c3cccc(C(F)(F)F)c3)CC2)c(=O)n(-c2ccccc2)n1C	8%
Cc1ccc(Cl)c2c1NC(=O)C2=O	16%
COC(=O)c1ccc(NS(=O)(=O)c2ccc(NC(C)=O)cc2)cc1	0%
O=C1C(=O)N(c2cccnc2)C(c2cccc(F)c2)/C1=C(\O)c1ccc(Cl)cc1 (stereo not given)	0%
CC1(C)CC(=O)C(C(O)c2ccc([N+](=O)[O-])cc2)C(C)(C)N1 (stereo not given)	18%
CCOC(=O)C1=C(c2ccccc2)N=c2s/c(=C\c3ccco3)c(=O)n2C1c1cccc(OC)c1OC (stereo not given)	2%
COc1ccc(C(=O)Nc2ccccc2C(=O)NC2CCCCC2)cc1	7%
O=C1NC(c2ccccc2)=C(c2ccc3ccccc3n2)C(c2ccncc2)N1 (stereo not given)	0%
O=C(Nc1cccc(F)c1)c1ccccc1Br	0%
CCOc1ccccc1CN1CCN(c2ccc([N+](=O)[O-])cc2)CC1	5%
COc1ccc([N+](=O)[O-])cc1-c1ccc(/C=C2\C(=O)NC(=O)N(c3cc(C)cc(C)c3)C2=O)o1	18%
COc1cc(C(=O)Nc2cc([N+](=O)[O-])ccc2F)ccc1OCc1ccc(Cl)cc1	5%
CN1C(=O)/C(=C\c2cccc(OCc3cccc4ccccc34)c2)SC1=S	13%
COc1ccc(Oc2coc3c(CN4CCOCC4)c(O)ccc3c2=O)cc1	7%
Cc1cc(/C=N/NC(N)=O)c(C)n1-c1ccc(N(C)C)cc1	7%
O=C(O)CCC(=O)Nc1ccc(-c2cc(-c3ccc(NC(=O)CCC(=O)O)cc3)nc(-c3ccccc3)n2)cc1	10%
O=C(N/N=C/c1ccc([N+](=O)[O-])cc1)C(=O)Nc1cccc(Br)c1	3%
O=C(N/N=C/c1ccc(Cl)cc1)c1ccc(O)cc1	1%
O=C(c1ccccc1)N1CCN(C(=O)N2CCOCC2)CC1	0%
COc1ccccc1NC(=O)c1sc(-c2ccccc2)nc1C	11%

The list goes on, overlapping the part above by 5 compounds.
SMILES	RNase H inhibition
O=C(O)CCC(=O)Nc1ccc(-c2cc(-c3ccc(NC(=O)CCC(=O)O)cc3)nc(-c3ccccc3)n2)cc1	10%
O=C(N/N=C/c1ccc([N+](=O)[O-])cc1)C(=O)Nc1cccc(Br)c1	3%
O=C(N/N=C/c1ccc(Cl)cc1)c1ccc(O)cc1	1%
O=C(c1ccccc1)N1CCN(C(=O)N2CCOCC2)CC1	0%
COc1ccccc1NC(=O)c1sc(-c2ccccc2)nc1C	11%
CC1(C)CC(NC(=O)c2cccc(I)c2)CC(C)(C)N1	0%
COc1ccc(S(=O)(=O)NN=C2CCCCCCCCCCC2)cc1	5%
COc1ccc(C(=O)NC(=S)Nc2ccc(C)c(Br)c2)cc1	10%
CCOC(=O)CN1C(=O)Nc2ccc(Br)cc2C1c1ccccc1 (stereo not given)	5%
Clc1ccc(/C=N/Nc2nc(N3CCOCC3)nc(N3CCOCC3)n2)cc1	5%
CCOC(=O)C1=C(C)N=c2s/c(=C\c3cccs3)c(=O)n2C1c1ccc(OCC)cc1 (stereo not given)	9%
O=C(/C=C/c1ccccc1)NC(=S)Nc1ccc(O)c(-c2nc3ccccc3o2)c1	28%
O=C(O)COc1ccc(/C=C2\C(=O)NC(=S)N(c3cccc(Br)c3)C2=O)cc1Cl	15%
Cc1nc(N=C(N)N)nc2c(C)cccc12	25%
COc1cccc(CN2CCN(C(=O)c3ccccc3)CC2)c1OC	0%
COc1cc(SC)ccc1C(=O)Nc1cccc(C)c1C	8%
CCOC(=O)CSc1nc(N)c(C#N)cc1C#N	0%
N/C(=N\c1nc2ccccc2o1)NC(=O)/C=C/c1ccco1	5%
Cc1cccc(C(C)C)c1NC(=O)COc1ccc(Br)cc1C(C)(C)C	28%
O=C(Nc1cccc(O)c1)c1cccc(NC(=O)c2cccs2)c1	0%
COc1cc(OC)cc(C(=O)Nc2c(C)cccc2C)c1	4%
O=C1NC(=S)N(c2ccc(Cl)cc2Cl)C(=O)/C1=C/c1cc(Cl)cc(Cl)c1O	6%
Cc1ccc2oc(C(Cl)(Cl)Cl)cc(=O)c2c1	11%
CN(C)CCCNC(=O)/C=C/c1ccc2c(c1)OCO2	0%
COc1cc(C2NC(=O)N(C)C(C)=C2C(=O)OC2CCCC2)cc(Br)c1O (stereo not given)	13%
CC1(C)CC(=O)C2=C(C1)Nc1ccccc1NC2c1cc2c(cc1[N+](=O)[O-])OCO2 (stereo not given)	0%
C=CCc1ccc(OCC(=O)N/N=C/c2cc([N+](=O)[O-])ccc2O)c(OC)c1	2%
O=C(NCCO)C(=O)Nc1cccc(F)c1	12%
CCOc1cccc(C(=O)Nc2sc(C)c(-c3ccc(C)cc3)c2C(=O)OC)c1	11%
COc1ccc(C(=O)/C=C/Nc2ccccc2[N+](=O)[O-])cc1	2%
SMILES	RNase H inhibition
O=C(Nc1ccc(F)c([N+](=O)[O-])c1)c1ccc(Br)cc1	3%
O=S(=O)(c1cc(Cl)ccc1Cl)N1CCN(c2ccc(F)cc2)CC1	0%
COc1ccccc1/C=C(\NC(=O)c1ccccc1)C(=O)NCc1ccco1	27%
COc1cc(C)ccc1OCCCCOc1ccc(C)cc1Br	31%
O=C(O)COc1ccc(NC(=O)c2ccco2)cc1	0%
O=C(Nc1nnc(COc2ccc(C3CCCCC3)cc2)s1)Nc1ccccc1F	9%
COc1cc(-c2ccc(NC(=O)c3ccc(OC)c(OC)c3)c(OC)c2)ccc1NC(=O)c1ccc(OC)c(OC)c1	9%
CCN(Cc1ccncc1)S(=O)(=O)c1ccc(Cl)cc1	15%
CCCCc1ccc(-c2c(C#N)c(N)nc3c2CCCCC3)s1	3%
Cc1ccccc1N1C(=O)c2ccc(C(=O)Oc3ccccc3)cc2C1=O	0%
O=C1/C(=C/c2cn(-c3ccccc3)nc2-c2cccs2)SC(=S)N1Cc1ccccc1	5%
CCOc1ccccc1NC(=O)c1cc([N+](=O)[O-])ccc1N1CCN(Cc2ccccc2)CC1	14%
N#CC(C#N)=Cc1cn(CC(=O)Nc2ccccc2)c2ccccc12	16%
O=C(CN(c1ccccc1)S(=O)(=O)c1ccccc1[N+](=O)[O-])NCCc1ccccc1	29%
Oc1ccc(/C=N\N2CCN(c3ccccc3)CC2)c(O)c1	7%
COc1ccc(-c2csc(/C(C#N)=C/Nc3ccc([N+](=O)[O-])cc3)n2)cc1OC	2%
COc1ccccc1/C=N/N(C)c1cc(C)nc(-c2ccccc2O)n1	13%
Cc1ccc(-c2nc(N/N=C/c3cc(Br)ccc3O)c3ccccc3n2)cc1	13%
CC(C)(C)N=C(/C=C1\C=C(c2ccccc2)Oc2ccccc21)c1ccccc1	35%
CCOC(=O)NC(C(C(C)=O)C(=O)OCC)(C(F)(F)F)C(F)(F)F (stereo not given)	2%
CCOc1cccc(C(=O)Nc2cc(C(F)(F)F)cc(C(F)(F)F)c2)c1	14%
COc1ccc(N(CC(=O)Nc2ccc(C)c(C)c2)S(=O)(=O)c2ccccc2)cc1	1%
O=C1/C(=C\c2cccc(Br)c2)SC(=S)N1CN1CCCCC1	15%
Cc1ccc(C(=O)Nc2ccccc2C(=O)Nc2ccncc2)cc1	6%
CC(C)(C)C1=CC(N)=C(C(C)(C)C)C(=O)C1=O	6%
SMILES	RNase H inhibition
Cc1cc(OCCOc2ccccc2/C=C2\SC(=S)N(C)C2=O)ccc1Cl	27%
Cc1[nH]c2ccccc2c1C(=O)/C=C/c1cccs1	26%
CCOC(=O)CNc1ccc(I)cc1C	4%
O=C(NCCOc1ccccc1Cl)c1ccc2c3c(cccc13)CC2	0%
CCC(C)c1ccc(O)c(NC(=S)NC(=O)c2ccc(Cl)cc2)c1 (stereo not given)	22%
O=C(NCCCn1ccnc1)c1cc(-c2ccc(Cl)cc2)nc2ccccc12	13%
CC(C)Oc1ccc(C(=O)Nc2ccc(F)c([N+](=O)[O-])c2)cc1	5%
O=C1C2C3C=CC(C3)C2C(=O)N1c1cccc(-c2nc3ccccc3o2)c1 (stereo not given)	0%
CCNC(=S)N(CCc1ccc(OC)c(OC)c1)C1CC(=O)N(c2ccc(F)cc2)C1=O (stereo not given)	2%
Cc1ccc(/C(O)=C2\C(=O)C(=O)N(c3ccc(O)cc3)C2c2cccc([N+](=O)[O-])c2)cc1 (stereo not given)	24%
COC(=O)C1=C(C)NC(=S)NC1c1cc(OC)ccc1Br (stereo not given)	17%
O=C(/C=C/c1ccccc1Cl)N1CCN(c2ccc([N+](=O)[O-])cc2)CC1	2%
Cc1ccc(N2NC(=O)/C(=C/c3ccc(-c4cc([N+](=O)[O-])ccc4O)o3)C2=O)cc1Cl	8%
O=C(Nc1ccc(C(=O)c2ccccc2)cc1)c1ccc(Cl)cc1	15%
N#C/C(=C\c1ccc(OCc2ccccc2)cc1)c1nc(-c2ccc(Cl)cc2Cl)cs1	10%
O=C(Nc1nc(-c2cccs2)cs1)c1ccc(Cl)cc1Cl	3%
Cc1cccc(Oc2ccc(NC(=O)c3ccco3)cc2)c1	11%
CCc1c(C)c(C#N)c2nc3ccccc3n2c1NCc1ccco1	4%
O=C(CN(c1cccc(Cl)c1)S(=O)(=O)c1ccccc1)Nc1cccc2cccnc12	12%
CC1=C(C(=O)OC2CCCCC2)C(c2ccc(C)cc2)C2=C(CC(c3ccccc3)CC2=O)N1 (stereo not given)	8%
CCOC(=O)C1=C(C)N=c2s/c(=C\c3ccc(-c4ccc(OC)cc4[N+](=O)[O-])o3)c(=O)n2C1c1ccc(N(C)C)cc1 (stereo not given)	43%
CCOC(=O)c1c(NC(=O)c2ccc(Cl)cc2)sc(C(=O)Nc2ccc3c(c2)OCO3)c1C	3%
Cc1ccccc1C(=O)Nc1cccc(NC(=O)c2ccc([N+](=O)[O-])o2)c1	0%
COc1ccccc1OCCOCCOc1cccc(C=O)c1	13%
CCc1ccc(NC(=O)C2CC(=O)N(C3CCCCC3)C2)cc1 (stereo not given)	14%

Looked up above:
`Cc1ccc(N2NC(=O)/C(=C/c3ccc(-c4cc([N+](=O)[O-])ccc4O)o3)C2=O)cc1Cl` @ RNase H inhibition = 8%
`CCNC(=S)N(CCc1ccc(OC)c(OC)c1)C1CC(=O)N(c2ccc(F)cc2)C1=O` (stereo not given) @ RNase H inhibition = 2%

(list continues)
SMILES	RNase H inhibition
COc1ccc(N(CC(=O)Nc2ccc(Br)cc2)S(=O)(=O)c2ccc(C)c([N+](=O)[O-])c2)cc1	8%
COc1cccc(NC(=O)c2ccc(CN(c3ccc(C)c(C)c3)S(C)(=O)=O)cc2)c1	3%
Brc1ccc(CN2CCN(Cc3cccnc3)CC2)cc1	0%
COC(=O)c1c(NC(=O)c2ccccc2F)sc2c1CCCCC2	8%
COCCOC(=O)C1=C(C)NC(=O)NC1c1ccc(OCC(N)=O)cc1 (stereo not given)	7%
Cc1ccccc1NC1CC(C)N(C(=O)c2ccccc2)c2c(C)cccc21 (stereo not given)	12%
Cc1sc2nc(NC(=O)c3ccccc3)sc(=O)c2c1C	7%
CCCCOC(=O)c1ccc(NC(=S)NC(=O)c2cccc(OCC)c2)cc1	24%
COC(=O)C1=C(O)/C(=C/c2ccccc2O)N=C1C	3%
O=C1N=C(SCC(=O)N2CCCc3ccccc32)NC(=O)C1c1ccccc1 (stereo not given)	0%
C=CCNC(=O)C[n+]1csc2ccccc21	20%
COc1ccc(C2/C(=C(/O)c3ccc([N+](=O)[O-])cc3)C(=O)C(=O)N2CCO)cc1OC (stereo not given)	9%
COc1ccc(N(CC(=O)N/N=C/c2ccc(OC)c(OC)c2)S(=O)(=O)c2ccccc2)cc1	11%
CCN1C(=O)c2cccc3c(S(=O)(=O)N(C)C)ccc1c23	4%
O=C(NCc1ccncc1)c1cccc([N+](=O)[O-])c1	0%
COC(=O)c1c(NC(=O)Cc2ccccc2)sc2c1CCCCCC2	36%
CC(C)(c1ccccc1)c1ccc2oc(-c3ccc(-c4nc5cc(C(C)(C)c6ccccc6)ccc5o4)s3)nc2c1	3%
CC(=O)N1C(=O)/C(=C2\SC(=S)N(Cc3ccccc3)C2=O)c2ccccc21	2%
COc1cc(NC(=O)CCC(=O)O)nc(OC)n1	0%
Cc1cc(C)c(S(=O)(=O)N2CCN(Cc3ccc4c(c3)OCO4)CC2)c(C)c1	3%
CC(NC(=O)Nc1ccc(Cl)c(Cl)c1)C1CC2CCC1C2 (stereo not given)	3%
Cc1oc2ccc(OC(C)C(=O)O)cc2c1C(=O)O (stereo not given)	1%
COC(=O)c1ccc(NC(=O)C(C)Oc2ccc(Cl)cc2C)cc1 (stereo not given)	17%

Ordered by number of heavy atoms (lowest first): some entries from above
SMILES	RNase H inhibition
COc1cc(NC(=O)CCC(=O)O)nc(OC)n1	0%
COC(=O)C1=C(O)/C(=C/c2ccccc2O)N=C1C	3%
COC(=O)c1c(NC(=O)c2ccccc2F)sc2c1CCCCC2	8%
CC(=O)N1C(=O)/C(=C2\SC(=S)N(Cc3ccccc3)C2=O)c2ccccc21	2%
Cc1ccccc1NC1CC(C)N(C(=O)c2ccccc2)c2c(C)cccc21 (stereo not given)	12%
CC(C)(c1ccccc1)c1ccc2oc(-c3ccc(-c4nc5cc(C(C)(C)c6ccccc6)ccc5o4)s3)nc2c1	3%

4 records picked at random from those above, as already listed:
SMILES	RNase H inhibition
Cc1oc2ccc(OC(C)C(=O)O)cc2c1C(=O)O (stereo not given)	1%
COc1cccc(NC(=O)c2ccc(CN(c3ccc(C)c(C)c3)S(C)(=O)=O)cc2)c1	3%
Cc1cc(C)c(S(=O)(=O)N2CCN(Cc3ccc4c(c3)OCO4)CC2)c(C)c1	3%
CC(=O)N1C(=O)/C(=C2\SC(=S)N(Cc3ccccc3)C2=O)c2ccccc21	2%
